Screening results from PubChem.
Abeta rescue – A-beta toxicity reversal in yeast. yeast expressing A-beta42, growth rescue, OD600, 48 h; response scale: 0% DMSO, 100% iron-clioquinol control. Potency, µM (highest dose often 46.1 µM), for inactives: at the top dose growth rescue, most hits filed as activators. 0.063% of 410,000 active; also: nearly all actives have a fitted effect of over 55% in size
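Yeast growth medium received pinned compounds, then yeast cells expressing toxic A-beta were added; plates incubated at 30 C for 48 hr. Growth read as absorbance at 600 nm, normalized to DMSO and equimolar FeCl3 plus clioquinol controls.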
FUS suppressor – suppressors of FUS proteinopathy in yeast | AID 1347120 | S. cerevisiae FUS-expressing, growth rescue, OD600, 24 h | Potency, µM (titrated, usually from 76.6 µM), without a hit: at the top dose growth rescue (activation), actives largely listed as activators | 0.24% of 390,000 active;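 also: plate controls were DMSO vehicle for no effect and reference control for full effect; nearly all actives have a fitted effect of over 55% in size; some results filed as inactive show a strong effect at the top dose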
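Cultures pregrown in 2.5% raffinose medium are shifted to minimal medium containing 2% galactose to express toxic FUS. Compounds are tested at several concentrations. After 24hr at 30C, growth is quantified at 600 nm absorbance.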
Numbers without * were called inactive; ? = inconclusive. Calls follow the shape of the dose curve; as a rule, active = well fitted activation curve with a large enough effect; inconclusive = small, poorly fitted or top-dose-only effect; inactive = no such curve, though single readings can be large or run the other way. Potency is read from the fitted curve at half-maximal effect. Only part of the results is shown (hit frequency here may not be typical).

SMILES | Abeta rescue | FUS suppressor
Cc1cccc(NC(=O)CCn2nc(C)c3c(C)n(-c4ccccc4)nc3c2=O)c1C | -8% | -16%
CC(C)c1cc(-c2nc(-c3ccc(Br)cc3)no2)n[nH]1 | -8% | -5%
CCC(C(=O)NCc1cccc(Br)c1)n1nc(C)c2c(C)n(-c3ccccc3)nc2c1=O (centres undefined) | 4% | 38%
Cn1c(=O)c2sccc2n2c(CCC(=O)NCc3ccccc3Cl)nnc12 | -19% | -9%
CCCCNC(=O)C1CCC(Cn2c(=O)c3sccc3n(CC(=O)N3CCCC3)c2=O)CC1 (centres undefined) | -9% | -11%
Cc1ccc2nc(-c3ccsc3)c(Nc3ccc(C(C)C)cc3)n2c1 | -14% | 6%
COc1ccccc1/C=C/c1nc(C#N)c(NCc2ccccc2)o1 | -12% | -1%
Cc1ccc(CNC(=O)CCCCCn2c(=O)c3sccc3n(CC(=O)Nc3c(C)cc(C)cc3C)c2=O)cc1 | -12% | -14%
COc1ccc(Cn2c(SCc3ccc(C(=O)NCc4cccs4)cc3)nc3ccncc32)cc1 | -17% | ?
Cc1ccccc1Cn1nc(C)c(NC(=O)c2cc(-c3ccc(F)cc3)on2)c1C | -3% | 9%
CC1CCCCN1CCCNC(=O)c1cc(Sc2cccc(Cl)c2)nc2ccccc12 (centres undefined) | 1% | 9%
CCN1CCN(C(=O)c2ccc3c(c2)N(Cc2cccc(Cl)c2)C(=O)c2ccccc2S3=O)CC1 (centres undefined) | -27% | 1%
O=C(CSCc1cnn(-c2ccccc2)c1-n1cccc1)NCc1cccc(Cl)c1 | -20% | ?
COc1cc(Cl)c(C)cc1NC(=O)c1ccc(CN2C(=O)CCn3nc(C)cc32)cc1 | -13% | 15%
O=C(CNC(=O)c1ccccc1F)OCc1cc(=O)n2nc(C3CC3)sc2n1 | -4% | 25%
Cc1oc2ccc(O)c(CN(C)Cc3ccccc3)c2c1C(=O)Nc1cccc(Cl)c1C | 15% | 45%
Cc1ccc(-c2noc(COc3ccc(Br)c(C)c3)n2)cc1 | -3% | -3%
Clc1ccc(-c2cn3ncsc3n2)cc1 | -29% | -2%
CCCCOc1ccc(C(=O)Nc2onc3c2CCCC3)cc1 | 7% | 2%
Cc1cc(S(=O)(=O)Nc2cccc(-c3ccc(N4CCOCC4)nn3)c2)c(C)cc1Cl | 15% | 9%
COc1ccc(NS(=O)(=O)c2ccc3c(c2)C(C(C)C)C(=O)N3)cc1 (centres undefined) | -9% | -9%
CCc1ccc(NC(=O)c2ccc(CN3C(=O)C(C)=C(c4ccc(C)cc4)S3(=O)=O)cc2)cc1 | -19% | 17%
Cc1ccc(NC(=O)C2CCN(S(=O)(=O)c3ccc4c(c3)CCCC(=O)N4)CC2)c(Cl)c1 | -12% | -13%
Cc1c(CNC2CCCCC2)c(C(=O)O)c(C)n1Cc1ccc(Cl)cc1 | -27% | -53%
CC(C)Cn1c(=O)c2ccccc2n2c(-c3ccc(Br)cc3)nnc12 | -10% | -19%

A different layout for 3 compounds above.
mol,Abeta rescue,FUS suppressor
Cc1cc(S(=O)(=O)Nc2cccc(-c3ccc(N4CCOCC4)nn3)c2)c(C)cc1Cl,15%,9%
COc1ccc(NS(=O)(=O)c2ccc3c(c2)C(C(C)C)C(=O)N3)cc1 (centres undefined),-9%,-9%
CCc1ccc(NC(=O)c2ccc(CN3C(=O)C(C)=C(c4ccc(C)cc4)S3(=O)=O)cc2)cc1,-19%,17%

Next section.
SMILES | Abeta rescue | FUS suppressor
CCOc1ccc(C(=O)Nc2onc3c2CCCC3)cc1 | -12% | 5%
Cc1ccc(NC(=O)c2ccc(Br)cc2)c(C(=O)c2ccccc2)c1 | 0% | -10%
Cc1ccn2c(Nc3ccc(C(C)C)cc3)c(-c3cccnc3)nc2c1 | 8% | 7%
COc1ccccc1C1CC(=O)NC(C)=C1C(=O)OC1CCCCCC1 (centres undefined) | 2% | -8%
O=C(Nc1ccc(Br)cc1F)c1cc(S(=O)(=O)NC2CCCC2)ccc1F | -24% | -1%
CCCCOC(=O)c1ccc(NC(=O)c2cc(-c3cccs3)on2)cc1 | -19% | -4%
COc1ccc2[nH]c3c(c2c1)CCN(C(=O)CCC1CCCC1)C3c1ccc(F)cc1 (centres undefined) | -5% | 24%
COc1ccc(Cc2nc3ccccc3n2Cc2ccccc2C)cc1 | 4% | 20%
O=C(CCS(=O)(=O)c1ccc(Br)cc1)Nc1ccc(Cl)c(C(F)(F)F)c1 | -17% | 7%
CCc1nn(CC(=O)NCCCOC)c(=O)c2cc3ccccc3n12 | -13% | -20%
O=C(Nc1ccc2nc(SCC(=O)N3CCc4ccccc43)sc2c1)c1ccc(F)cc1 | -15% | 7%
Cc1ccc(NC(=O)C2CCN(c3nc4ccccc4nc3C(F)(F)F)CC2)cc1C | -1% | -9%
Cc1cccc(-n2c(=O)c3c(c4cc(C)ccc4n3C)n(CC(=O)NCCC3=CCCCC3)c2=O)c1 | 0% | 27%
COc1ccc(-c2nc(CN3CCC(C(=O)NCCCOC(C)C)CC3)c(C)o2)cc1OC | -13% | 6%
COc1ccc(-c2c3c(nc4sc(C(=O)Nc5ccccc5F)c(N)c24)CC(C)(C)CC3=O)cc1 | -1% | 2%
COc1ccc(CC(=O)Nc2ccc3nc(Nc4cccc(Cl)c4)cc(C)c3c2)cc1OC | -1% | ?
Cc1ccc(-c2nc(S(=O)(=O)c3ccc(C)cc3)c(N3CCCCCC3)o2)cc1 | -21% | -11%
Cc1ccc(CN2CCCn3nc(C(=O)NCc4ccc(OC(C)C)cc4)cc3C2=O)cc1 | 9% | ?
Cc1ccc2c(=O)c(C(=O)c3ccc(F)cc3)cn(CC(=O)NCc3ccccc3)c2n1 | -18% | -2%
CCOCCCn1c(SCC(=O)NCc2ccccc2)nc2c(sc3ccccc32)c1=O | -2% | -13%
O=S(=O)(Nc1cccc(-c2ccc(N3CCCC3)nn2)c1)c1ccccc1C(F)(F)F | 11% | -6%
COc1ccc(-n2nc(C(=O)O)c(=O)n(C)c2=O)cc1 | -2% | -5%
Cc1ccccc1NC(=O)Nc1csc2c1CCCC2 | 11% | -30%
CCC(=O)C1=C(c2ccccc2)N(C(=O)CC)n2c(nnc2-c2ccccc2)S1 | 2% | -2%
CCc1ccc(NC(=O)CN(c2ccc(C)cc2)S(=O)(=O)c2cccs2)cc1 | -9% | -14%

Reprinted from the part before: six entries, then new ones.
SMILES | Abeta rescue | FUS suppressor
CCOCCCn1c(SCC(=O)NCc2ccccc2)nc2c(sc3ccccc32)c1=O | -2% | -13%
O=S(=O)(Nc1cccc(-c2ccc(N3CCCC3)nn2)c1)c1ccccc1C(F)(F)F | 11% | -6%
COc1ccc(-n2nc(C(=O)O)c(=O)n(C)c2=O)cc1 | -2% | -5%
Cc1ccccc1NC(=O)Nc1csc2c1CCCC2 | 11% | -30%
CCC(=O)C1=C(c2ccccc2)N(C(=O)CC)n2c(nnc2-c2ccccc2)S1 | 2% | -2%
CCc1ccc(NC(=O)CN(c2ccc(C)cc2)S(=O)(=O)c2cccs2)cc1 | -9% | -14%
Cc1ccc(NC(=O)Cn2c(=O)c3cc(Cl)ccc3n3nncc23)cc1 | 11% | -4%
O=C(Nc1cccc(O)c1)c1cc(-c2ccccc2F)no1 | 1% | 9%
COc1ccc(CNc2n[nH]c(-c3ccco3)n2)cc1OC | 4% | -20%
COc1ccccc1N1CCN(C(=O)C(CCSC)NS(=O)(=O)c2ccc3c(c2)oc(=O)n3C)CC1 (centres undefined) | -25% | 4%
CCOc1ccc(-c2c(C)nn3c(C)c(C(=O)Nc4cccc(Cl)c4C)cnc23)cc1OCC | -9% | -7%
COC(=O)c1ccc(NC(=O)C(=O)NCCc2csc(-c3ccc(F)cc3)n2)cc1 | -16% | -9%
CSc1ccc(CCNC(=O)c2csc3c2CCCCC3)cc1 | 3% | 2%
CCc1cc2c(cc3c(=O)n(CCCC(=O)NCc4cccc(Br)c4)ncn32)s1 | 2% | -9%
Cn1cc(-c2cc3n(n2)CCC(=O)N3CC(=O)O)c2ccccc21 | -8% | -10%
CCN(CC)CCCNC(=O)c1c2c(nc3ccccc13)C(=O)N(C1CCCCC1)C2 | -18% | -11%
CC(=O)c1ccc(NC(=O)c2sc(-n3nc(C)c(Cc4ccccc4)c3C)nc2C)cc1 | -10% | 5%
COC(=O)c1ccc(Cl)cc1NC(=O)NCCc1c(C)nn(C)c1C | 1% | 12%
Cc1oc(-c2ccccc2F)nc1CS(=O)(=O)CC(=O)N1CCN(c2cccc(C(F)(F)F)c2)CC1 | 2% | -15%
COc1ccc(NC(=O)Cn2c(=O)n(Cc3ccc(C(=O)NCc4ccccc4Cl)cc3)c(=O)c3ccccc32)cc1 | -11% | 14%
CC(C)CC(=O)Nc1nnc(S(=O)(=O)N(CC(C)C)c2ccccc2)s1 | -19% | -2%
COc1ccccc1NS(=O)(=O)c1cc2c(cc1Cl)NC(=O)CO2 | 2% | -4%
Brc1ccc2nc(-c3ccccc3)c(Nc3ccc4c(c3)OCO4)n2c1 | -10% | 25%
COc1ccc(Cn2c(C(=O)O)c(CNC3CCCCCC3)c3ccc(OC)cc32)cc1 | -7% | ?
CCOC(=O)c1nc(Nc2ccc(C(=O)OCC(C)C)cc2)c2ccccc2n1 | -6% | -7%
O=C(CSc1nccn1Cc1ccc2c(c1)OCO2)Nc1ccccc1F | 1% | 4%
COC(=O)c1ccccc1NC(=O)c1ccc2nc(Cc3ccccc3)oc2c1 | -11% | -21%
COc1ccc(/C=C/c2nc(C#N)c(NCc3ccc(F)cc3)o2)cc1OC | -20% | 10%
Cc1ccc(CN(Cc2ccco2)C(=O)COc2ccccc2C)cc1 | -7% | 19%
COc1ccc(NC(=O)CSc2nc(-c3ccc(OC)cc3)[nH]c2-c2ccc(F)cc2)cc1 | -35% | 8%
Cc1ccccc1C(=O)NCc1ccc2c(c1)CCN2C(=O)c1ccc(F)cc1 | -2% | -15%

Other results follow:
SMILES | Abeta rescue | FUS suppressor
CC(C)c1ccc(NC(=O)Cc2ccc(NC(=O)N3CCCCc4ccccc43)cc2)cc1 | -6% | 16%
COc1cccc(NC(=O)CSC2=Nc3ccccc3C3=NC(CC(=O)NCc4ccccc4OC)C(=O)N23)c1 (centres undefined) | -6% | 35µM*
Cc1ccc(-n2nnnc2CNC(=O)c2ccc(F)cc2)cc1C | -12% | 31%
CCc1ccc(NC(=O)CSc2nccn2-c2ccc(F)cc2)cc1 | ? | 34%
Cc1ccc(OCC(=O)Nc2ccc3nc(SCC(=O)N4CCOCC4)sc3c2)cc1 | -12% | 2%
Cc1ccccc1NC(=O)CSc1nc2c(c(=O)n(C)c(=O)n2C)n1Cc1ccccc1F | 3% | -15%
Cc1cccc(C)c1NC(=O)Cn1c(=O)cc(C)c2c(C)nn(-c3cccc(Cl)c3C)c21 | -11% | 4%
